# High-throughput results: PubChem BioAssay, Sanford-Burnham Center for Chemical Genomics
# TAG inh = triacylglycerol accumulation inhibition; H9c2 cells, Nile Red lipid (TAG) fluorescence; cells loaded with 200 µM oleic acid; inhibition, % at 12.5 µM; actives 0.66% (n = 230,000);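 active means pattern-corrected inhibition of lipid staining of at least 50% with the nuclear-stain viability signal not falling by more than 50%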;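 further: 0% = DMSO wells and 100% = triacsin C control wells; some results filed as inactive read as strong as hits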
# TAG inh DAPI viability = also measured in TAG inh; calls as there; DAPI nuclei signal change (viability), lower = more cytotoxic, %;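 whole-well DAPI fluorescence read on a plate reader as a viability signal; minus 50 percent equals half of cells still viable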
# Starred values were filed as active, the others as inactive. These rows are one share of the data (hit frequency here may not be typical).
SMILES	TAG inh	TAG inh DAPI viability
CC(C)NC(=O)CSc1nncn1-c1ccccc1	8	-2
COc1ccc(/C=N/n2c(SC)nnc(C(C)(C)C)c2=O)cc1OC	-18	1
CCOC(=O)c1cc2c(=O)n3ccccc3nc2n(C(C)C)c1=NC(=O)c1c(-c2c(F)cccc2Cl)noc1C	21	37
COc1ccc(C(=O)NC(=S)NNC(=O)COc2ccccc2)cc1	-2	-7
CCOc1ccccc1N(CC(=O)Nc1cc(OC)ccc1OC)S(C)(=O)=O	-2	-9
C=Cc1ccc(Cn2c(C)c(C(=O)NCc3ccc4c(c3)OCCO4)sc2=O)cc1	0	-5
O=C(CCSc1nnc(-c2ccncc2)o1)Nc1cccc2ccccc12	5	1
O=C(COC(=O)c1ncc(Cl)c(Cl)c1Cl)NC(=O)NCc1ccccc1	8	0
OCCN1CCN(c2ncnc3sc(-c4ccccc4)cc23)CC1	3	21
CCn1c(CNC(=O)Cc2ccc(OC)cc2)nnc1SCC(=O)NC1CCCCC1	-7	5
c1ccc(Nc2nc(CSc3ncn[nH]3)cs2)cc1	-1	-4
CCN1CCN(c2ccc(NC(=O)c3ccco3)cc2)CC1	10	5
CC(C)Oc1cccc(C(=O)C2CCCN(S(C)(=O)=O)C2)c1 (stereo not given)	-30	-1
CC(/C=C/c1ccc(O)cc1)=NNc1ccccc1	5	11
Cn1c(SCC(=O)NC2CCCCCC2)nnc1-c1ccco1	-1	1
CCOc1cc(C)nc(N2CCC(C(=O)NCC3CCCO3)CC2)n1 (stereo not given)	-12	-4
Cc1cccc(OCC(=O)OCC(=O)Nc2sccc2C(N)=O)c1	-11	4
Cc1ccccc1OCCNc1cc(N2CCCCC2)ccc1[N+](=O)[O-]	6	-4
NC1=NC(=O)CC(C(=O)NCc2ccccc2)S1 (stereo not given)	1	-18
Cc1cc2cc(CCNC(=O)c3cccs3)c(=O)[nH]c2cc1C	2	-13
CCCn1nc(CC(=O)O)c2ccccc2c1=O	0	-8
O=C(NCCCN1CCOCC1)C(Sc1ccccc1)c1ccccc1 (stereo not given)	-10	14
CCn1c(-c2ccc(N)cc2)nc2ccccc21	6	-12
CCOc1ccc(N(Cc2ccc(OC)c(OC)c2)C(=O)c2ccco2)cc1	2	-6
CC1CCN(C(=S)c2ccccc2O)CC1	14	3
O=C(COC(=O)Cc1ccc(Cl)cc1)NCc1ccco1	-1	2
CCN(C(=O)CSc1nnc(C(C)N(C)C)n1-c1ccc(F)cc1)C1CCS(=O)(=O)C1 (stereo not given)	-1	3
c1ccc(Cc2cc[n+](Cc3ccccn3)cc2)cc1	-14	-6
COc1ccc(C2=NS(=O)(=O)N(C)C(C(=O)NC3CCCC3)=C2)cc1	-5	-10
CC(=O)NC(CC(=O)Nc1nccs1)c1ccccc1 (stereo not given)	-5	4
COCC(C)NC(=O)C1CC(=O)N(c2ccc(C)cc2)C1 (stereo not given)	6	13
CCCCn1c(NC(=O)C2CCCCC2)nc2ccccc21	6	-9
O=C(COC(=O)CCNS(=O)(=O)c1ccccc1)NNC(=O)c1ccccc1	-7	10
Cc1c(C)c2cc(Cl)c(OCC(=O)Nc3ccccn3)cc2oc1=O	-7	-3
COc1cc(OC)c(NC2=NCCCCC2)cc1Cl	1	-5
CN(C)C1=NCCN1CC1CCCC1	8	3
CCn1c2ccccc2c2cc(NC(=S)N3CCOCC3)ccc21	26	6
CCOC(=O)C1(Cc2ccccc2C)CCCN(C(=O)CCc2cccnc2)C1 (stereo not given)	-13	-3
COc1ccc(-c2cc(C(=O)OCC(=O)N3CCCCC3)c3ccccc3n2)cc1OC	7	-5
Cc1ccc(/C(O)=C2/C(=O)C(=O)N(CCCn3ccnc3)C2c2cccnc2)cc1 (stereo not given)	-9	-3
Cc1ccc([C@H]2C[C@@H](O)[C@H](n3cc(-c4ccc(F)cc4)nn3)CN2C(=O)c2cccs2)cc1	2	8
Cc1ccc(C)c(C(=O)CSc2n[nH]c(-c3ccncc3)n2)c1	-21	9
COc1cc(NC(=O)c2cc(-c3ccccc3)nc3c2cnn3C(C)C)cc(OC)c1OC	31	-8
CCn1nc(C)cc1C(=O)N1CCCC(C(=O)c2ccc3ccccc3c2)C1 (stereo not given)	12	4
CCOc1ccc(NS(=O)(=O)c2ccc(C(=O)N3CCN(c4ncccn4)CC3)cc2)cc1	-20	12
NS(=O)(=O)c1ccc(NC(=O)c2cc(Cl)ccc2Cl)cc1	8	-14
COc1ccc(N2C(=O)[C@H]3[C@@H](C2=O)C2c4ccccc4C=NN2[C@H]3C(=O)C(C)(C)C)cc1 (stereo not given in full)	6	-5
COc1cc(C(=O)NCC2CCCO2)ccc1OCc1ccccc1Cl (stereo not given)	7	2
COC(=O)C1CCN(CC(=O)Nc2ccccc2Sc2ccccc2)CC1	-27	19
O=C(NCc1ccc(Cl)cc1)C1CCN(c2nnc(N3CCCC3=O)s2)CC1	7	-1
O=C(CN1C(=O)COc2ccc(S(=O)(=O)N3CCCCCC3)cc21)NCc1ccc(F)cc1	-18	-7
Cc1ccsc1C(=O)N1CCC1(C)C(=O)NCCC#N (stereo not given)	-9	-1
Cn1c(NC(=O)c2ccc(F)cc2)c(-c2ccccn2)c(=O)c2ccccc21	-7	43
CC(=O)N1CCN(c2ccc(NC(=O)c3ccc(C)c([N+](=O)[O-])c3)cc2)CC1	4	-3
Cc1ccc(C(=O)NCC(=O)OCC(=O)NCC(F)(F)F)cc1	2	10
Cc1ccc(CNCC2CCCO2)s1 (stereo not given)	13	-10

# Other results.
SMILES	TAG inh	TAG inh DAPI viability
CC(C)N(CCCNC(=O)c1ccc(N2CCCC2=O)cc1)Cc1ccccc1	-14	8
COc1ccc(CNc2ccncc2)c(OC)c1OC	12	-10
CCOC(=O)Cc1nnc(NC(=O)C(CC)Sc2nc(C)cc(C)n2)s1 (stereo not given)	-13	8
Cc1cccc(NC(=O)CN(C)S(=O)(=O)c2cnc[nH]2)c1	2	-14
Cc1nn(C)c(Cl)c1CN1CCN(CC(C)C)C(CCO)C1 (stereo not given)	-4	3
CCN1C(=O)/C(=C\c2ccc(-c3ccc([N+](=O)[O-])cc3OC)o2)SC1=Nc1cccc(C(=O)O)c1	7	-4
Cc1c(C(=O)NCc2cccc(Cl)c2)sc(=O)n1Cc1cccc(F)c1	-7	4
Cc1cc(OCC(=O)OCC(=O)c2ccc[nH]2)ccc1Cl	-34	3
COc1cccc(C2=NOC(C(=O)NCc3cccs3)C2)c1 (stereo not given)	17	-14
O=S(=O)(Nc1ccccc1N1CCCCC1)c1cccs1	-24	9
Cc1cc(/C=C(\C#N)C(=O)NC2CCCCCC2)c(C)[nH]1	-4	4
COc1ccccc1NS(=O)(=O)c1cccc(C(=O)N2CCCC2)c1	-20	0
COc1cccc2c1SCc1ccccc1C2CC(N)=O (stereo not given)	5	-16
COc1ccc(NC(=O)c2ccco2)c(NC(=O)c2ccc([N+](=O)[O-])cc2)c1	-13	-5
N#Cc1nc(Cc2ccccc2)oc1N1CCC(Cc2ccccc2)CC1	-42	0
CCCCn1c(CNC(=O)C23CC4CC(CC(C4)C2)C3)nnc1SCC(=O)Nc1nnc(C)s1	12	-2
CCOC(=O)C1=C(CC)Nc2ccccc2N=C1NC(=O)Nc1ccccc1OC	26	-10
COc1cc(NC(=O)c2ccccc2)c(OC)cc1NC(=O)CN1CCN(c2ccccn2)CC1	13	-4
O=C(c1ccncc1)c1ccc(N2CCN(C3CC(=O)N(Cc4cccs4)C3=O)CC2)cc1 (stereo not given)	-14	4
CCSc1nccc(-c2nn(-c3ccc(C)cc3)ccc2=O)n1	22	-13
CC(C(=O)Nc1cccc(S(=O)(=O)N2CCOCC2)c1)N1CCN(C)CC1 (stereo not given)	-13	2
Cc1ccc(S(=O)(=O)N2[C@@H](c3ccc(Br)cc3)C(C(=O)O)=CC[C@H]2c2ccc(C(C)C)cc2)cc1	-12	6
CCOc1ccc(N(CCCCO)C(=S)NC(=O)c2ccc(C)c(Br)c2)cc1	-3	13
Cc1ccc(S(=O)(=O)NNC(=O)c2cc(C)cs2)cc1	4	-9
CCC(=O)N1CC2(CC(c3cccc(NC(=O)CC(c4ccccc4)c4ccccc4)c3)=NO2)C[C@H]1C(N)=O (stereo not given in full)	17	0
CC(C)(C)OC(=O)N1CCC(Cc2cc(-c3cccnc3)no2)(C(=O)O)CC1	-5	7
O=C(/C=C/c1ccccc1[N+](=O)[O-])NCCCn1ccnc1	4	1
Cc1ccc(Cl)cc1-c1cc(C(=O)NCc2cccc(Cl)c2)[nH]n1	-2	-2
Cc1nc2ccc(C(=O)NCCCN3CCCC3=O)cn2c1N(C)C(=O)CCc1ccccc1	-5	1
C=CCn1c(=S)[nH]c2ccccc2c1=O	-3	-8
COCCn1c(SCC(=O)Nc2cc(C)on2)nc2c(c1=O)SC(C)C2 (stereo not given)	-1	2
Cc1ccc(C(=O)N2c3ccc(F)cc3CCC2C)o1 (stereo not given)	-1	-7
CC(C)OC(=O)CSc1nc2cc3c(cc2cc1C#N)OCO3	21	-8
O=C(NCc1ccccc1)C1CCCN(S(=O)(=O)c2ccc(F)cc2)C1 (stereo not given)	21	-8
CCc1nc2ccc(C(=O)NCCc3ccccn3)cn2c1N(CCC(C)C)CCN(C)C	14	-5
CCc1nccn1Cc1cc(C=O)ccc1OC	-7	-5
CCN(C(=O)COC(=O)c1cn(-c2ccccc2)nc1-c1ccccc1)C1CCS(=O)(=O)C1 (stereo not given)	34	1
O=[N+]([O-])c1ccc(N2CCN(C(=S)Nc3ccc(F)cc3)CC2)cc1	-35	-3
COc1ccc(C(=O)Nc2ccc(C(=O)NCCc3ccccc3)cc2)cc1	11	6
Cc1cccc(SC2CCN(Cc3nc(CC4CC4)no3)CC2)c1	5	-6

# Part of the list above, reformatted:
# Order of values – TAG inh	TAG inh DAPI viability
Cc1ccc(S(=O)(=O)N2[C@@H](c3ccc(Br)cc3)C(C(=O)O)=CC[C@H]2c2ccc(C(C)C)cc2)cc1
    -12	6
CCOc1ccc(N(CCCCO)C(=S)NC(=O)c2ccc(C)c(Br)c2)cc1
    -3	13
Cc1ccc(S(=O)(=O)NNC(=O)c2cc(C)cs2)cc1
    4	-9
CCC(=O)N1CC2(CC(c3cccc(NC(=O)CC(c4ccccc4)c4ccccc4)c3)=NO2)C[C@H]1C(N)=O (stereo not given in full)
    17	0
CC(C)(C)OC(=O)N1CCC(Cc2cc(-c3cccnc3)no2)(C(=O)O)CC1
    -5	7
O=C(/C=C/c1ccccc1[N+](=O)[O-])NCCCn1ccnc1
    4	1
Cc1ccc(Cl)cc1-c1cc(C(=O)NCc2cccc(Cl)c2)[nH]n1
    -2	-2
Cc1nc2ccc(C(=O)NCCCN3CCCC3=O)cn2c1N(C)C(=O)CCc1ccccc1
    -5	1
C=CCn1c(=S)[nH]c2ccccc2c1=O
    -3	-8
COCCn1c(SCC(=O)Nc2cc(C)on2)nc2c(c1=O)SC(C)C2 (stereo not given)
    -1	2
Cc1ccc(C(=O)N2c3ccc(F)cc3CCC2C)o1 (stereo not given)
    -1	-7
CC(C)OC(=O)CSc1nc2cc3c(cc2cc1C#N)OCO3
    21	-8
O=C(NCc1ccccc1)C1CCCN(S(=O)(=O)c2ccc(F)cc2)C1 (stereo not given)
    21	-8
CCc1nc2ccc(C(=O)NCCc3ccccn3)cn2c1N(CCC(C)C)CCN(C)C
    14	-5
CCc1nccn1Cc1cc(C=O)ccc1OC
    -7	-5
CCN(C(=O)COC(=O)c1cn(-c2ccccc2)nc1-c1ccccc1)C1CCS(=O)(=O)C1 (stereo not given)
    34	1
O=[N+]([O-])c1ccc(N2CCN(C(=S)Nc3ccc(F)cc3)CC2)cc1
    -35	-3
COc1ccc(C(=O)Nc2ccc(C(=O)NCCc3ccccc3)cc2)cc1
    11	6

# Back to the main list with the 2 entries that preceded the break.
SMILES	TAG inh	TAG inh DAPI viability
COc1ccc(C(=O)Nc2ccc(C(=O)NCCc3ccccc3)cc2)cc1	11	6
Cc1cccc(SC2CCN(Cc3nc(CC4CC4)no3)CC2)c1	5	-6
CN1CCN(S(=O)(=O)c2ccc(NC(=O)Nc3cccc(Cl)c3)cc2)CC1	-9	0
Cn1nnnc1SCCNCc1ccccc1OCc1ccc(F)cc1	-7	3
Cc1noc(C)c1-c1ccc(C(=O)NCC2CC2)c2occc12	26	-9
CCOc1ccccc1NC(=O)c1ccccc1-c1ccccc1	-4	-7
CCCCNS(=O)(=O)c1cccc(NC(=O)[C@@H]2O[C@H](CO)[C@@H](O)[C@H]2O)c1	-14	0
COC(=O)C(C)Sc1nc2c(cnn2-c2ccc(C)cc2)c(=O)[nH]1 (stereo not given)	17	-6
Cc1cc(NS(=O)(=O)c2ccc(NC(=O)/C=C/c3cccc(Cl)c3)cc2)no1	-1	-3
Cc1ccc(C(=O)NC(=S)Nc2ccc(CN3CCOCC3)cc2)cc1	7	0
Cc1c(-n2c(SCC(=O)NC(C)C)nc3ccccc3c2=O)c(=O)n(-c2ccccc2)n1C	-7	1
COc1cc(/C=N\NC(=O)c2ccc(-c3ccccc3)cc2)ccc1OCC(N)=O	3	3
CN1C(=O)C(CCC(=O)O)NC1=S (stereo not given)	-4	3
Cc1cc(C)cc(C(=O)OCC(=O)N2CCCCCC2)c1	4	7
O=C(Nc1ccc(Cl)cc1)Nc1ccccc1CC[N+](=O)[O-]	-16	-1
O=C(Nc1ccccc1)C1=C[C@@H](C2CCCCC2)C[C@@H](OCc2ccc(CO)cc2)O1	14	-3
CN(C)CCC#CC1(O)c2ccccc2-c2ccccc21	1	-2
CC(C)OC(=O)c1cccc(C(=O)O)n1	-1	-7
CN(C)CCN(Cc1ccccc1)S(=O)(=O)c1ccc2c(c1)n(C)c(=O)c(=O)n2C	-2	5
Cc1ccc(N2CC(NS(=O)(=O)c3cccs3)CC2=O)cc1C (stereo not given)	1	5
